From PubChem BioAssay
MITF TRPM1 inh: reduces MITF-dependent TRPM1 promoter luciferase signal. SK-MEL-5 TRPM1 promoter luciferase, 24 h. inhibition, % at 12.5 µM. hit rate 0.83% among 330,000. AID 488899;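 active = mean inhibition across replicates of 60% or more, whatever share of single replicates reaches that level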; also: values of inactives mirror those of a sister screen read the other way
Peg3 prom inh: reduces Peg3 promoter-driven luciferase expression in HeLa. inhibition, % at 20 µM. hit rate 1.7% among 360,000. AID 588405. HeLa PEG-Prom luciferase reporter, luminescence, overnight;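 active = inhibition of at least 50% at 20 µM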
Shn3 3UTR inh: Schnurri-3 reporter inhibition in Clone20 osteoblasts. hit rate 0.52% among 360,000. inhibition, % at 12.5 µM. Clone20 osteoblast Shn3 3'UTR firefly luciferase, 24 h;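 active = mean inhibition of at least 75% with every replicate also reaching 75%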;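 also: 0% = median of neutral control wells and 100% = pilot-screen positive control compound; some compounds past the cut are filed as inactive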
HIF-2a inh: HIF-2a inhibition | 786-0 RCC cells HIF-2a reporter, luciferase luminescence, overnight | inhibition, % at 18.8 µM | hit rate 0.72% among 360,000;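 active = inhibition of the luminescence signal of 40% or more relative to plate controls, in a single-dose primary screen at 18.75 µM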
NR2E3 ag-1: human photoreceptor-specific nuclear receptor agonism; CHO-S Gal4-NCOR/VP16-NR2E3 two-hybrid, luciferase; inhibition of corepressor binding, % at 3.98 µM; hit rate 0.35% among 360,000; AID 602229;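 active = inhibition above the mean of all tested compounds plus 3 SD, cut at about 70% in these data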;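 also: 0% = DMSO with NR2E3 transfected cells and 100% = cells lacking NR2E3 construct; higher means lower luciferase signal from less NR2E3 corepressor binding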
Target sequence (Q9Y5X4 whole entry, looked up, the tested form may be a part): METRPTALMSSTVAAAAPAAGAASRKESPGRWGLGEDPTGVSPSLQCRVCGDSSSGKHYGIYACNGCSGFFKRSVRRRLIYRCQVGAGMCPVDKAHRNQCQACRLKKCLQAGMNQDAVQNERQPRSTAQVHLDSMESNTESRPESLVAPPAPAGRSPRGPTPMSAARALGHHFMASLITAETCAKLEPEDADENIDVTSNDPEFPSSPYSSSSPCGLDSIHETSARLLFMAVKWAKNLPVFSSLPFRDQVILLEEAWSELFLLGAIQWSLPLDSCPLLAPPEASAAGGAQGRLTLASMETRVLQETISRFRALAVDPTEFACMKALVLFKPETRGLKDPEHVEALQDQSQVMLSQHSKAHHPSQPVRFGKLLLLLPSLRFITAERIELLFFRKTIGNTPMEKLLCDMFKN
NR2E3 ag-2: agonists of human nuclear receptor NR2E3; Q9Y5X4; GST-NR2E3/biotin-RetCOR TR-FRET, 1536-well; inhibition of corepressor binding, % at 4.78 µM; hit rate 0.12% among 320,000; AID 2300;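 active = percent inhibition above the cutoff of mean plus 3 SD of all tested compounds, set per screening campaign, cut at about 20% in these data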;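 also: 0% = DMSO wells and 100% = biotin wells as full block of FRET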
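Assay system: NR2E3–RetCOR corepressor complex. Quantity: 1.35 nM GST-NR2E3. Buffer or medium: pH 7.5 Tris-based buffer. Reagent: biotinylated RetCOR corepressor at 7 nM final. Schedule: 5 h at 4 °C. Detection: TR-FRET, emission read at 617 and 671 nm. Replicates: one well per compound, singlicate testing.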
KKLEB tox: reduces viability of KKLEB cystic fibrosis airway cells; activity change (cytotoxicity), % at 5 µM; AID 602141; hit rate 0.36% among 360,000; KKLEB CF airway cells viability, ATPlite luminescence, overnight; hits give low values; cells stimulated with P. aeruginosa culture filtrate;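 active = corrected activity change at or below -50% at 5 µM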
CF NFkB block: inhibitors of cystic fibrosis induced NF-kB; hit rate 0.86% among 360,000; AID 588850; KKLEB NF-kB-GFP reporter, PAF-induced, GFP fluorescence overnight; inhibition, % at 5 µM;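 active = at least 50% inhibition at 5 µM, scaled per plate between neutral and stimulator controls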;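 also: PAF is a Pseudomonas aeruginosa culture filtrate used as stimulus; plate controls were PAF-stimulated DMSO wells for no effect and unstimulated DMSO wells for full effect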
TWEAK-Fn14 inh: TWEAK-Fn14 signaling inhibition; inhibition, % at 10 µM; hit rate 2% among 360,000; TWEAK-stimulated Fn14 reporter cells, luciferase luminescence, 8 h; AID 1159606; in the data active = inhibition above about 50%
TROY signal inh: inhibitors of TROY-dependent NF-kB signaling; Q293 LMP1-TROYcd NF-kB luciferase reporter, 4 h; hit rate 0.98% among 360,000; inhibition, % at 10 µM;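 active = compounds whose plate-normalised and pattern-corrected inhibition of the luciferase reporter signal at the single screening dose is 50% or more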
C8 TRAIL sens: sensitizes caspase-8 expressing cells to TRAIL; inhibition (viability loss, TRAIL sensitization), % at 10 µM; NB7+C8 cells + TRAIL, ATPlite viability luminescence; hit rate 1% among 360,000; AID 624354;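 active = compounds causing at least 50% loss of cell viability in the single-dose screen, relative to plate controls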
An asterisk follows results filed as active; . = not tested or not shown.

Start of the data: the first two entries, to show the layout:
SMILES	MITF TRPM1 inh	Peg3 prom inh	Shn3 3UTR inh	HIF-2a inh	NR2E3 ag-1	NR2E3 ag-2	KKLEB tox	CF NFkB block	TWEAK-Fn14 inh	TROY signal inh	C8 TRAIL sens
C=CCn1cc(/C=N/NC(=O)COc2cccc3cccnc23)c2ccccc21	-16	-80	-7	-71	27	0	1	12	-1	8	2
O=C(CNC(=O)c1ccccc1)NCC(O)c1ccc([N+](=O)[O-])cc1 (stereo not drawn)	0	20	-8	6	-21	2	-2	8	-24	4	11

Main list, previewed entries included:
SMILES	MITF TRPM1 inh	Peg3 prom inh	Shn3 3UTR inh	HIF-2a inh	NR2E3 ag-1	NR2E3 ag-2	KKLEB tox	CF NFkB block	TWEAK-Fn14 inh	TROY signal inh	C8 TRAIL sens
C=CCn1cc(/C=N/NC(=O)COc2cccc3cccnc23)c2ccccc21	-16	-80	-7	-71	27	0	1	12	-1	8	2
O=C(CNC(=O)c1ccccc1)NCC(O)c1ccc([N+](=O)[O-])cc1 (stereo not drawn)	0	20	-8	6	-21	2	-2	8	-24	4	11
CCc1ccc(C2N3CC4([N+](=O)[O-])CN2CC([N+](=O)[O-])(C3)C4(C)C)cc1 (stereo not drawn)	3	27	-16	17	-18	-2	-4	9	-10	-4	-28
COC1=CC(C)C2CC3OC(=O)CC4C(C)=C(OC)C(=O)C(C2(C)C1=O)C34C (stereo not drawn)	.	3	6	-1	13	.	-3	-1	3	1	-13
COCCNC(=S)N1CCOCC1	2	8	7	11	7	-1	-3	18	-7	-4	1
Cc1cc(/C=C2\C(=N)N3N=C(C(C)C)SC3=NC2=O)c(C)n1-c1ccccc1	-4	-15	-4	-20	-23	-1	8	-3	8	11	-3
O=C(CCN1CCCC1=O)NC1CCCc2c1cnn2-c1ccc(F)cc1F (stereo not drawn)	-28	-32	-8	-87	-13	1	24	3	-6	-5	17
CCN1CCc2c(OCC(=O)N3CCC(C)CC3)cccc2C1=O	-11	-10	-44	5	6	2	0	0	-7	-7	-1
O=C(CNc1cccc(S(=O)(=O)N2CCCC2)c1)Nc1ccc(C(F)(F)F)cc1	20	37	70	21	60	4	-10	-11	37	19	18
Cc1nnc(-c2cnn(-c3ccccc3)c2N)n1Cc1cccc(C(F)(F)F)c1	-1	12	-1	-2	-13	1	-2	4	-18	-21	4
Cc1oc(-c2ccc(Cl)cc2)nc1CS(=O)CC(=O)NCc1ccccc1 (stereo not drawn)	6	6	-15	0	16	-2	12	-10	9	8	-3
Cc1cc(C)nc(/N=C(\N)N2CCc3ccccc32)n1	-42	-144	-28	-144	-39	-5	-2	-16	-11	-56	-15
COc1ccc(-c2cc(-c3cccs3)nc3sc(C#N)c(N)c23)cc1	-21	-3	1	-4	-17	4	7	-30	-3	-9	-4
C=CCOc1ccc(Oc2cc(C)nc(SC)n2)nn1	6	10	-8	7	-25	-2	11	-13	9	5	-1
CCOC(CNC(=O)CCc1c(C)nc2nc(C)nn2c1C)OCC	-2	-14	-10	7	15	-4	3	2	9	-4	-22
CC(C)NC(=O)C1CC(=O)N(CCc2ccc(F)cc2)C1 (stereo not drawn)	.	19	-14	10	-13	.	6	1	-5	-4	-4
CCOc1ccccc1C(=O)NCCCN1CCN(CCCNC(=O)c2ccccc2OCC)CC1	8	14	9	3	5	1	14	-32	15	3	14
CCn1nc(C(=O)Nc2ccc(S(=O)(=O)Nc3ncccn3)cc2)c2ccccc2c1=O	-1	8	5	16	-35	-3	-1	-12	4	8	2
Cc1cccn2c(=O)c(C=C(C#N)C#N)c(N3CCN(c4ccccc4)CC3)nc12	8	11	1	10	-14	.	0	-10	19	3	1
NC(=O)c1ccc(NC(=O)COc2cccc3ccccc23)cc1	4	6	4	14	-9	1	-19	18	-10	2	12
COc1ccc(CCNC(=O)CSc2ccc(-c3ccco3)nn2)cc1	10	4	-16	0	-11	1	1	-7	-4	8	-3
COCCn1c(SCC(=O)c2c(-c3ccccc3)n(C)c3ccccc23)nnc1-c1ccncc1	2	8	-31	18	4	0	-9	20	0	0	15
O=C(NC(=S)Nc1ccc(S(=O)(=O)Nc2nccs2)cc1)c1cccnc1	-10	16	4	17	4	0	11	-14	17	-20	-1
COCCCN1C(=O)c2[nH]nc(-c3cc(C)cc(C)c3O)c2C1c1ccc(O)c(OC)c1 (stereo not drawn)	-1	24	12	20	5	-1	1	-5	-30	-1	-2
Cc1ccc(Cl)cc1N1CCN(C(=O)CCC(=O)O)CC1	-3	5	7	23	5	6	1	4	-21	-3	6
Next structures follow:
SMILES	MITF TRPM1 inh	Peg3 prom inh	Shn3 3UTR inh	HIF-2a inh	NR2E3 ag-1	NR2E3 ag-2	KKLEB tox	CF NFkB block	TWEAK-Fn14 inh	TROY signal inh	C8 TRAIL sens
CCN(CC)C(=O)CS(=O)CC(=O)Nc1cc(OCCOC)c(Cl)cc1Cl (stereo not drawn)	2	4	-12	8	6	-4	1	-4	-17	0	-4
COc1ccc(S(=O)(=O)N2CCOCC2)cc1NC(=O)COc1ccc2ccc(=O)oc2c1	7	25	-9	2	-20	.	0	-6	-10	1	2
CCc1ccc(OCCOCC(O)CNC2CCCC2)cc1 (stereo not drawn)	9	3	13	22	6	1	-3	2	16	6	1
CCOC(=O)C1CCCN(CC(=O)NC2CC2)C1 (stereo not drawn)	-10	5	19	2	2	-1	0	8	1	0	3
CC1CCC(NC(=O)CCN2C(=O)C3C4C=CC(C4)C3C2=O)CC1 (stereo not drawn)	-2	-18	-2	-6	-8	1	-6	6	-15	-4	-7
Cn1c(/C=C/c2ccc(Br)cc2)c([N+](=O)[O-])c(=O)n(C)c1=O	37	62*	6	92*	13	1	29	32	63*	2	7
Cc1nc2c(C#N)cnn2c2c1CCN2CC1CCCO1 (stereo not drawn)	-4	14	24	19	-23	4	5	4	-1	-2	-4
O=C(CSc1ncccn1)NCc1cccc(Cl)c1	-30	-86	-32	-116	-39	-1	-1	2	-2	-1	-5
CCN(CC)C(=O)C1=C(C)N(Cc2ccc(OC)cc2)C(=O)C(CC(=O)NCc2ccco2)C1 (stereo not drawn)	.	7	-13	11	7	.	1	4	-5	-15	4
OCCN1CCN(CC(O)COC(c2ccc(F)cc2)c2ccc(F)cc2)CC1 (stereo not drawn)	-14	-21	-19	6	-17	1	5	12	0	-3	-2
CNS(=O)(=O)c1cccc(C(=O)OCC(=O)NCCCc2ccccc2)c1	8	8	0	1	-19	0	0	0	2	0	-16
Cc1ccc(S(=O)(=O)N2CCC(C(N)=O)CC2)cc1[N+](=O)[O-]	6	-2	12	18	-4	2	2	6	6	12	-1
O=C(COc1ccc(S(=O)(=O)N2CCOCC2)cc1Cl)NCC1CCCO1 (stereo not drawn)	-16	8	-7	8	-26	0	5	-3	25	-8	8
CCOC(=O)c1sc(NC(=O)CCc2ccc(OC)cc2)nc1C	-10	6	-7	3	-7	-4	-25	-2	-23	-17	2
Cc1cnc(C(=O)Nc2nnc(SCc3c(Cl)cccc3Cl)s2)cn1	11	1	7	5	16	-1	-4	-26	-53	-40	-7
CCOCc1nnc(NC(=O)c2cc(OC)cc(OC)c2)s1	1	3	-14	0	-9	-2	4	-1	3	3	-2
C[C@H](CO)N1C[C@H](C)[C@H](CN(C)S(=O)(=O)c2ccc(F)cc2)Oc2ncc(Br)cc2C1=O	.	0	-4	7	-34	.	3	-11	6	-1	3
O=C(c1ccco1)N1N=C(c2cccs2)CC1c1ccccc1O (stereo not drawn)	0	24	-8	34	-38	-2	15	-23	7	-38	-25
CC(C)c1ccc(S(=O)(=O)Nc2ccc(-n3cnnn3)cc2)cc1	-8	-7	25	-6	29	.	9	-27	3	7	-19
CCOc1ccccc1CNc1nnnn1C	4	-27	4	0	-3	2	1	-15	-12	-11	-15
Cc1ccc(Nc2nc(NCc3ccccc3)nc3ccsc23)c(C)c1	.	21	57	-18	57	.	-15	5	31	29	5
Cc1onc(-c2ccccc2)c1C(=O)NCCN1CCOCC1	-3	12	12	22	-33	-1	-3	-7	-15	6	15
CC(=O)Nc1ccc(OC(F)(F)C(F)F)c(NC(C)=O)c1	1	-8	-28	9	-5	-3	10	-11	-12	-7	-2
NS(=O)(=O)c1ccc(CCNC(=O)Nc2ccc(Cl)cc2)cc1	2	-1	11	-1	-16	5	-5	11	-5	2	22
COc1ccc(C2c3[nH]c4ccccc4c3CCN2C(=O)c2ccccc2C(C)=O)c(F)c1 (stereo not drawn)	-3	3	9	-50	-13	0	-17	20	-21	-14	7

For reference, some entries already given:
SMILES	MITF TRPM1 inh	Peg3 prom inh	Shn3 3UTR inh	HIF-2a inh	NR2E3 ag-1	NR2E3 ag-2	KKLEB tox	CF NFkB block	TWEAK-Fn14 inh	TROY signal inh	C8 TRAIL sens
CCc1ccc(OCCOCC(O)CNC2CCCC2)cc1 (stereo not drawn)	9	3	13	22	6	1	-3	2	16	6	1
CCOC(=O)C1CCCN(CC(=O)NC2CC2)C1 (stereo not drawn)	-10	5	19	2	2	-1	0	8	1	0	3
CC1CCC(NC(=O)CCN2C(=O)C3C4C=CC(C4)C3C2=O)CC1 (stereo not drawn)	-2	-18	-2	-6	-8	1	-6	6	-15	-4	-7
Cn1c(/C=C/c2ccc(Br)cc2)c([N+](=O)[O-])c(=O)n(C)c1=O	37	62*	6	92*	13	1	29	32	63*	2	7
Cc1nc2c(C#N)cnn2c2c1CCN2CC1CCCO1 (stereo not drawn)	-4	14	24	19	-23	4	5	4	-1	-2	-4
O=C(CSc1ncccn1)NCc1cccc(Cl)c1	-30	-86	-32	-116	-39	-1	-1	2	-2	-1	-5
CCN(CC)C(=O)C1=C(C)N(Cc2ccc(OC)cc2)C(=O)C(CC(=O)NCc2ccco2)C1 (stereo not drawn)	.	7	-13	11	7	.	1	4	-5	-15	4

A portion of the library (hit frequency here may not be typical).
